# Screening results as filed in PubChem.
# S3 lipid droplet – qHTS Assay for Lipid Storage Modulators in Drosophila S3 Cells; lipid storage change, negative = inhibition, % at the top dose, mostly 46.1 µM; hits show Potency in µM; Drosophila S3 cells, BODIPY lipid droplet fluorescence, 18-24 h; cells fed with added oleic acid; 320,000 tested, 0.64% active; active = well fitted inhibition curve with a large enough effect in the signal ratio, with a control signal flat, not every such curve was filed as active; inconclusive = small, poorly fitted or top-dose-only effect, or effect the other way, or a change in a side signal; the % refers to the signal ratio
#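 Drosophila S3 cells loaded with oleic acid (400 uM, as added) and compounds at several concentrations; lipid droplets imaged by 488-nm laser-scanning cytometry, 500–530 nm intensity and object ratio to cell channel. Percent activity normalized to 20 uM Triacsin C.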
# S3 lipid droplet cell count max – also measured in S3 lipid droplet; calls as there; cell number change, %; measured here: cell count max response;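 cells counted by Cell Tracker Red CMTPX staining in the red channel; peak over a dose series mostly up to 46.1 µM; percent activity relative to internal control wells on each plate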
# An asterisk follows results filed as active; i = inactive; u = inconclusive; x = no result given; [ ] = remark or other dose. % is set by controls: 0 for no effect and ±100 for the full control effect; potency is the fitted concentration of half-maximal effect.
# The first 2 records (preview)
Molecule	S3 lipid droplet	S3 lipid droplet cell count max
CCn1c(SCC(=O)NCCc2ccccc2)nc2sc3c(c2c1=O)CCN(C)C3	0.7%	-10.2
COc1ccc(-c2csc(NC(=O)c3cc(C)oc3C)n2)cc1OC	u	x

# The listing, from the first entry:
Molecule	S3 lipid droplet	S3 lipid droplet cell count max
CCn1c(SCC(=O)NCCc2ccccc2)nc2sc3c(c2c1=O)CCN(C)C3	0.7%	-10.2
COc1ccc(-c2csc(NC(=O)c3cc(C)oc3C)n2)cc1OC	u	x
CN1C(C(=O)Nc2ccc(F)cc2F)=CC(c2cccs2)=NS1(=O)=O	-7.0%	-0.3
CC1Sc2ccc(S(=O)(=O)N(C)Cc3ccccc3)cc2NC1=O (configuration not stated)	i	-22.4
CCOc1ccc(N2C(=O)/C(=C/c3ccccc3OCC(=O)OC)N(CC(=O)OC)C2=S)cc1	u	x
CCCn1c(SCC(=O)NC2CC2)nnc1-c1ccccn1	u	x
Cc1cc(C)n(-c2nc3ccccc3c(=O)n2OCC(C)C)n1	2.8%	-2.6
CCOc1ccccc1NC(=O)c1ccc2c(c1)C(=O)N(CC1CCCO1)C2=O (configuration not stated)	u	x
O=C(N/N=C/c1ccc(O)c(O)c1)c1cccc(S(=O)(=O)N2CCCC2)c1	u	x
Cc1ccn(CC(=O)N2CCCC(C(=O)c3cccc4ccccc34)C2)n1 (configuration not stated)	14.2%	21.5
CC(C)Oc1ccc(C(CC(=O)O)NC(=O)C2CCCCC2)cc1 (configuration not stated)	0.7%	-0.3
CC(Oc1ccc(Cl)cc1Cl)C(=O)NCCN1CCOCC1 (configuration not stated)	9.1%	11.6

# Whole records from above. Order of screens: S3 lipid droplet	S3 lipid droplet cell count max
# Listed for CCOc1ccccc1NC(=O)c1ccc2c(c1)C(=O)N(CC1CCCO1)C2=O (configuration not stated) : u	x
# Listed for Cc1cc(C)n(-c2nc3ccccc3c(=O)n2OCC(C)C)n1 : 2.8%	-2.6
# Listed for CC(Oc1ccc(Cl)cc1Cl)C(=O)NCCN1CCOCC1 (configuration not stated) : 9.1%	11.6
# Listed for CCOc1ccc(N2C(=O)/C(=C/c3ccccc3OCC(=O)OC)N(CC(=O)OC)C2=S)cc1 : u	x

# Next part.
Molecule	S3 lipid droplet	S3 lipid droplet cell count max
COc1ccc(N(C(C)C(=O)N/N=C/c2ccc(OC(C)C)cc2)S(C)(=O)=O)cc1 (configuration not stated)	u	x
COc1ccccc1NC(=S)N/N=C/c1ccc(O)cc1	u	x
O=C(NC1CCCCC1)C1CC(=O)N(Cc2ccccc2)C1 (configuration not stated)	u	x
N#Cc1ccc(Cl)cc1NC(=O)CNCc1cccs1	18.5%	4.8
Cc1cc(CNC(=O)COc2c(F)c(F)cc(F)c2F)c2ccccc2n1	6.3%	-13.6
CC(=O)N1CCc2ccc(C(=O)CN3CCN(c4cccc(C)c4C)CC3)cc21	21.1%	17.8
COCCN(CCOC)Cc1c(O)ccc2c1O/C(=C\c1ccc(C)o1)C2=O	-8.1%	-17.1
Cc1ccc(C(=O)N2CCN(c3ccc(N4CCOCC4)nn3)CC2)cc1	u	x
Cc1ccc2[nH]c(=O)c(CN(CCCO)S(=O)(=O)c3c(C)ccc4nsnc34)cc2c1	i	x
Cn1c(SCC(=O)Nc2sc3c(c2C#N)CCC3)nnc1C1COc2ccccc2O1 (configuration not stated)	15.1%	1.6
CC1=NN(C(=O)c2ccc(Cn3nc(C)c([N+](=O)[O-])c3C)cc2)C(O)(C(F)(F)F)C1 (configuration not stated)	u	x
CC1CCN(C(=O)c2ccccc2NS(=O)(=O)c2ccccc2)CC1	-2.0%	7.6

# The list goes on:
Molecule	S3 lipid droplet	S3 lipid droplet cell count max
COCc1cc(C)nc(SCc2ccccc2)c1C#N	u	x
COc1ccccc1-c1ccc(=O)n(CC(=O)NCc2ccc3c(c2)OCO3)n1	13.5%	-4.1
N#C/C(=C\C1=C(N2CCOCC2)C(=C/c2cccc([N+](=O)[O-])c2)/CC1)C(=O)Nc1ccccc1F	2.06µM*	1.4*
COc1cccc(N2CC(=O)N(NC(=O)c3sc4nc(C)cc(C)c4c3N)CC2=O)c1	u	x
Cc1nn(-c2ccccc2)c2[nH]c(=O)c(CNc3ccc4c(c3)OCCO4)cc12	u	x
O=C(NNC(=O)C1CC2CCC1C2)c1ccccc1 (configuration not stated)	4.0%	-11.5
O=C(CCN1C(=O)C2C3C=CC(C3)C2C1=O)N1CCN(c2ccccn2)CC1 (configuration not stated)	7.6%	-0.2
CC1CCC(NC(=O)C2COc3ccccc3O2)CC1 (configuration not stated)	22.9%	x
O=C(N/N=C/c1cccc([N+](=O)[O-])c1)c1nc2ccccc2c(=O)[nH]1	-6.7%	x
O=C(Cn1sc2ccccc2c1=O)N1CCN(C(=O)c2ccco2)CC1	u	x
CC1CC(C)CN(C(=O)Nc2ccccc2F)C1 (configuration not stated)	8.5%	6.8
O=C(COC(=O)C1CCC1)Nc1cccc(S(=O)(=O)N2CCOCC2)c1	-15.9%	x

# (more compounds)
Molecule	S3 lipid droplet	S3 lipid droplet cell count max
COc1ccc(CNc2ncnc3sccc23)cc1OC	u	x
CC(=O)c1ccc(NC(=O)COC(=O)CCN2C(=O)c3cccc([N+](=O)[O-])c3C2=O)cc1	9.0%	1.9
CCC(=O)Nc1cccc(C2=NN(c3ccccc3)C(c3ccc(OC)cc3)C2)c1 (configuration not stated)	u	x
C=CCNc1cnn(-c2ccc(C)cc2)c(=O)c1Cl	18.7%	31.6
CCCN(CCO)Cc1ccc(Br)cc1	-4.4%	-15.1
CC1(C)Cc2c(sc(NC(=O)Nc3ccccc3)c2C(N)=O)CO1	i	4.5
CCn1c(=S)[nH]c2sc3c(c2c1=O)CCCCC3	-6.5%	1.2
Cc1cccc(C(C)C)c1NC(=O)COC(=O)CCN1C(=O)C2CC=CCC2C1=O (configuration not stated)	u	x
O=S(=O)(c1cccc2nonc12)N1CCCCC1	u	x
CCC(CC)C(=O)Nc1cccc(C(=O)Nc2nnc(C)s2)c1	u	x
CCn1c(SCC(=O)N(C)c2c(N)n(Cc3ccccc3)c(=O)[nH]c2=O)nc2ccccc21	-4.2%	-5.3
COCCNC(=O)c1ccc(CN2CCOCC2)cc1	-1.8%	-1.1

# (listing goes on)
Molecule	S3 lipid droplet	S3 lipid droplet cell count max
CCc1noc(C)c1C(=O)Nc1nc(-c2ccc(OC)c(OC)c2)cs1	u	x
N#C/C(=C/c1ccc(CNC(=O)C(=O)Nc2cc(Cl)cc(Cl)c2)o1)C(=O)NCc1cccnc1	u	x
Cc1cccc(C)c1-n1c(C)cc(/C=C2\C(=O)NN(c3ccccc3)C2=O)c1C	u	x
C/C(=N\OCc1ccc(C#N)cc1)c1ccc(S(=O)(=O)N(C)C)cc1	u	x
Cc1ccc(NC(=O)OCc2ccccc2S(C)=O)cc1 (configuration not stated)	u	x
COc1cccc(NC(=O)CSc2nnc(-c3ccoc3C)n2C)c1	u	x
CC(C)C[C@H](NC(=O)N1CC(=O)Nc2ccccc21)C(=O)N[C@H](Cc1c[nH]c2ccccc12)C(=O)O	-2.7%	4.2
S=C(NCCC1=CCCCC1)Nc1ccccc1	u	x
NC(=O)c1nsc(C(=O)N(c2ccc(Cl)cc2)C(C(=O)NCC2CCCO2)c2cccs2)c1N (configuration not stated)	-11.7%	-9.4
O=S(=O)(NC1=NCCC1)c1cccs1	u	x
COc1ccccc1NC(=O)N1CCCC1C(=O)NCc1ccccc1Cl (configuration not stated)	u	x
O=C(COC(=O)Cc1cccs1)Nc1ccc(F)c(F)c1F	u	x

# (listing goes on)
Molecule	S3 lipid droplet	S3 lipid droplet cell count max
COc1cccc(C(=O)c2c[nH]c(C(=O)NCCCN(C)C)c2)c1	u	x
Clc1ccc(N=c2ssnc2Cl)cc1	u	x
COc1cc2cc(/C=C/C(=O)c3ccco3)c(Cl)nc2cc1OC	u	x
Cc1ccc(NC(=O)CSc2nnc(CSc3nc(C)cc(C)n3)n2Cc2ccco2)c(C)c1	u	x
Oc1ccc(/C=N/Nc2ccc(Cl)nn2)c(O)c1O	-14.4%	-0.4
COc1ccccc1OCC(=O)/C=C1/N(C)c2ccccc2C1(C)C	u	x
CC(=O)OCc1c(C(F)(F)F)nn(C)c1SCc1ccc(Cl)cc1	30.1%	10.2
O=C(COc1ccc([N+](=O)[O-])cc1Cl)Nn1cnnc1	-2.2%	5.7
Cc1cccc(CN2C(=O)/C(=C\c3ccc(C(=O)NCCN4CCOCC4)cc3)Sc3ccccc32)c1	u	x
COC(=O)c1sccc1NC(=O)C1C2C=CC(C2)C1C(=O)O (configuration not stated)	-0.9%	11.1
CN(C(=O)COC(=O)c1ccc(CN2CCCC2=O)cc1)c1ccccc1	u	x
O=C(CSc1nccc(=O)[nH]1)NCc1ccco1	6.9%	-7.7

# (more compounds)
Molecule	S3 lipid droplet	S3 lipid droplet cell count max
CC(=O)NC1C(=O)N=C(SCC(=O)Nc2cccc(Cl)c2)NC1=O (configuration not stated)	i	x
CCc1c(C)c(C#N)c2[nH]c3ccccc3n2c1=S	3.7%	-1.0
CN1C(=O)C(O)(CC(=O)c2ccccn2)c2cc(Br)ccc21 (configuration not stated)	u	x
CCC(C)NC(=O)c1ccc(Cl)c(S(=O)(=O)Nc2ccccc2N2CCOCC2)c1 (configuration not stated)	i	-13.6
Cc1cccc(N(C)C(=S)Oc2ccc3ccccc3c2)c1	u	x
O=[N+]([O-])c1c(NCCO)cc(N2CCCCC2)c2nonc12	-9.8%	-3.2
Cc1nc(NC(=O)c2ccccc2)sc1-c1csc(Nc2cccc(F)c2)n1	u	x
CCC(C)C(NC(=O)C1CCC(C)CC1)C(=O)NC1CCN(Cc2ccccc2)CC1 (configuration not stated)	-0.1%	19.3
COc1ccc(/C=N/Nc2nccnc2Cl)c(OC)c1	u	x
CN(C)S(=O)(=O)c1cccc(CSCc2cccc(S(=O)(=O)N(C)C)c2)c1	u	x
Cc1ccc2c(Cl)cc(Cl)c(OCC(=O)NCCc3ccccn3)c2n1	u	x
CCCNC(=O)NC(=O)CSc1nnc(C)n1N	u	x

# For convenience, part of the list above:
Molecule	S3 lipid droplet	S3 lipid droplet cell count max
CCn1c(SCC(=O)NCCc2ccccc2)nc2sc3c(c2c1=O)CCN(C)C3	0.7%	-10.2
COc1ccc(-c2csc(NC(=O)c3cc(C)oc3C)n2)cc1OC	u	x
CN1C(C(=O)Nc2ccc(F)cc2F)=CC(c2cccs2)=NS1(=O)=O	-7.0%	-0.3
CC1Sc2ccc(S(=O)(=O)N(C)Cc3ccccc3)cc2NC1=O (configuration not stated)	i	-22.4

# (listing goes on)
Molecule	S3 lipid droplet	S3 lipid droplet cell count max
CCCCC(=O)NC(NC(=S)N1CCCCCC1)C(Cl)(Cl)Cl (configuration not stated)	u	x
COc1ccccc1C(=O)Nc1c(C)cc(Br)cc1C	u	x
CN(C)c1ccc(C(CN)c2c[nH]c3ccccc23)cc1 (configuration not stated)	u	x
Cc1cc(C)n(-c2cccc(F)n2)n1	u	x
COc1ccc(-c2cc(C)no2)cc1S(=O)(=O)NCCCN(C)Cc1ccccc1	u	x
Cn1c(CCN2CCN(c3ccccc3)CC2)nc2cc(NC(=O)c3ccco3)ccc21	-5.1%[9.22 µM]	-3.3
COc1ccc(OC)c(CNC(=O)C(C)n2nc(C)c3c(C)n(-c4ccccc4)nc3c2=O)c1 (configuration not stated)	i	-28.0
CCN(CC)S(=O)(=O)c1cc(Br)ccc1OC	1.6%	6.8
NC(=O)CC1C(=O)N(c2ccccc2)C(=S)N1NC(=O)c1ccccc1 (configuration not stated)	2.2%	-12.6
CCCCCCCCCCCCCCCC(=O)OC/C=C(C)/C=C/C=C(C)/C=C/C1=C(C)CCCC1(C)C	-8.9%	-19.1
CCC(C)C(NS(=O)(=O)c1ccc(C)cc1)C(=O)Oc1ccc2c3c(c(=O)oc2c1)CCC3 (configuration not stated)	u	x
CC(=O)c1ccc(C(C)(C)c2ccc(C(C)=O)s2)s1	13.8%	-9.0

# Remaining list, next part.
Molecule	S3 lipid droplet	S3 lipid droplet cell count max
CN1CCN(c2ccccc2NC(=O)c2cccc(OCc3ccccc3)c2)CC1	i	x
CC(C)OCCCNC(=O)CN1C(=O)/C(=C/c2ccccc2F)Oc2ccccc21	u	x
CCOC(=O)c1cc(-c2ccccc2)sc1NC(=O)COC(=O)c1ccc(Cl)c(S(N)(=O)=O)c1	u	x
C/C(=C\c1ccccc1)C(=O)N1CCN(c2cccc(C(F)(F)F)c2)CC1	u	x
CN(Cc1nc(-c2ccc(Cl)cc2)no1)C(=O)c1ccc2c(c1)OCO2	u	x
O=C(COc1ccc(Br)cc1)NCCNC(=O)c1ccccn1	26.0%	x
CCCc1cc2c(cc1NC(=O)c1ccco1)OCO2	i	-9.5
CCCN=CC1=C(O)CC(c2ccccc2)CC1=O (configuration not stated)	2.1%	5.1
COc1ccc(NC(=O)CCNS(=O)(=O)c2cccc3nsnc23)c(OC)c1	u	x
Cc1cccn2c(=O)c(C=O)c(Nc3ccccc3)nc12	u	x
O=C(NCc1cccnc1)Nc1ccccc1	2.4%	10.6
Cc1ccc(C(=O)N2c3ccccc3OCC2C)cc1 (configuration not stated)	3.1%	4.2

# Next part:
Molecule	S3 lipid droplet	S3 lipid droplet cell count max
COc1cc(CNn2cn[nH]c2=S)ccc1OCC(=O)NC(C)(C)C	u	x
CC1=C(C)C(=O)N(C(C)CCc2ccccc2)C1=O (configuration not stated)	u	x
Cc1ccc(Cl)cc1N1CCN(CC(=O)NC2CCCc3ccccc32)CC1 (configuration not stated)	u	x
CC(=O)SCCC(=O)N1C(C)CCCC1C(=O)O (configuration not stated)	-10.7%	-6.5
Cc1cc(OCc2cc(C(=O)N(C)C(C)c3ccccn3)no2)cc(C)c1Cl (configuration not stated)	u	x

# Some of the compounds tested; rates above refer to the full screens.
